Screening results: PubChem BioAssay, several laboratories
zfTRPN1 agonist: zebrafish TRPN1 channel agonists, primary screen, cell-based, HEK293, calcium fluorescence | transient receptor potential cation channel N1 (TRPN1/NompC), Danio rerio | HEK293 zebrafish TRPN1-YFP, Fluo-8 calcium fluorescence; 100% = response to 87 µM carbachol | activation, % at 3 µM | 220,000 compounds, 0.18% hits;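 active = activation above its plate's cutoff, the mean activation of test wells on that plate plus 3 SD, cut at about 19% in these data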;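 also: 0% = DMSO alone and 100% = 87 µM carbachol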
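Control set: carbachol 87 µM as high control, DMSO as low control; system: HEK293 stable line with zebrafish TRPN1-YFP; read-out: % activation versus carbachol response; detection: intracellular calcium fluorescence with Fluo-8; doses: single test compound dose, 3 µM nominal, 0.3% DMSO; schedule: dye 1 h 37 °C plus 30 min RT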
PGE2 EP2 inh: human EP2 receptor antagonists, primary screen, TR-FRET cAMP, C6 glioma cells; inhibition, % at 25 µM; C6 glioma cells expressing human EP2; cells stimulated with saturating PGE2; 260,000 compounds, 0.52% hits; Prostaglandin E2 receptor EP2 subtype (Homo sapiens), P43116; AID 1422, 2008;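 active = percent inhibition above 40 after rounding to a whole number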;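 also: rat C6 glioma host cells with rolipram phosphodiesterase inhibitor present; the protocol text gives 20 µM as final concentration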
TRPML3 agonist: human TRPML3 channel agonists, primary screen, cell-based, HEK293 TRPML3-YFP, Fluo-8 calcium fluorescence, 3 µM. Mucolipin-3 (Homo sapiens), Q8TDD5. 100% = the carbachol control signal. activation, % at 3 µM. 220,000 compounds, 0.29% hits;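 active = activation above its plate's cutoff, the mean activation of the plate's test wells plus 3 SD, cut at about 12% in these data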;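 also: 0% = DMSO only wells and 100% = carbachol wells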
Target sequence (Q8TDD5 whole entry, looked up): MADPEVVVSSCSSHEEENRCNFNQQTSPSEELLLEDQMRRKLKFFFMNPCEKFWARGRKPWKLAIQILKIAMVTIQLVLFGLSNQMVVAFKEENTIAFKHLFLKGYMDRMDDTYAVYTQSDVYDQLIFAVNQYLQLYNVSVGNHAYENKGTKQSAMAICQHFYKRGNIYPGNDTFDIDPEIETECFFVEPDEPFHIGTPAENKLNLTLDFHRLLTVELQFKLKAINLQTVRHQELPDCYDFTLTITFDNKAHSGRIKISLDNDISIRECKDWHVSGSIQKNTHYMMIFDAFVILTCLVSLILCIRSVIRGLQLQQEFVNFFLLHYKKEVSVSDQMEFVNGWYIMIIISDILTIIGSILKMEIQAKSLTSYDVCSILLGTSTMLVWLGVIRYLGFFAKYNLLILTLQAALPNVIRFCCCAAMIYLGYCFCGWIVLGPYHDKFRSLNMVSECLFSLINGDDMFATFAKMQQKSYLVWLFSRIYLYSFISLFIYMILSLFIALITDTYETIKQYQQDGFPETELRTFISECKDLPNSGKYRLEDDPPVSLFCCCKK
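Material: TRPML3-YFP stable HEK293 cells | Dosing: One concentration, 3 µM nominal, 0.3% DMSO | Timing: 125 s total fluorescence read per well | Technique: Fluo-8 calcium dye fluorescence, ex 470-495, em 515-575 nm | Measure: Percent activation from peak-to-basal fluorescence ratio, scaled between DMSO and carbachol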
NPY1 pot ag: NPY-Y1 receptor potentiators or agonists, primary screen, cell-based; Neuropeptide Y receptor type 1 (Homo sapiens), P25929; NPY-Y1 expressing cells, potentiator/agonist activation; activation, % at 3.6 µM; 220,000 compounds, 0.37% hits; AID 1304, 2008; in the data active = activation above about 33%, passing the limit was not always enough;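 also: cells stimulated with NPY at EC10 then isoproterenol at EC100; 0% = low agonist plus stimulus and 100% = saturating agonist plus stimulus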
CHOP inhibitor: inhibitors of CHOP promoter induction, primary screen, cell-based, unfolded protein response, luciferase reporter | CHO-K1 CHOP-promoter luciferase, tunicamycin-induced, 15-18 h | inhibition, % at 10 µM | 220,000 compounds, 3.8% hits;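 active = compounds that reduced the stress-induced luciferase reporter signal by more than about 70% of percent inhibition, limit read from the data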;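 also: 0% = tunicamycin plus vehicle and 100% = wells without tunicamycin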
NPY-Y1 antag: NPY-Y1 receptor antagonists, primary screen, cell-based; 200,000 compounds, 1% hits; inhibition, % at 3.6 µM; HEK293-CNG Y1 cells, membrane potential fluorescence; NPY at EC95, then isoproterenol;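 active = inhibition above the campaign mean inhibition of all tested compounds plus 3 SD, cut at about 20% in these data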;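 also: 0% = DMSO wells given NPY plus isoproterenol and 100% = isoproterenol alone without NPY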
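Material: HEK293 Y1/CNG channel cell line; also added: NPY (25 nM), isoproterenol (1 µM), Ro 20-1724 (25 µM); doses: one concentration, 3.6 µM, in 0.4% DMSO; schedule: compound incubation 1 h at room temperature, readout 45 min post-stimulation; technique: membrane potential fluorescence; measure: fluorescence ratio normalized to % inhibition between controls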
EP2 modulator: EP2 receptor modulators, cAMP readout, primary screen, cell-based, HTRF cAMP, PGE2 stimulation; 260,000 compounds, 0.83% hits; induction, % at 25 µM; AID 940, 2007; EP2-expressing cells, cAMP HTRF FRET, PGE2 co-stimulation;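 active = compounds whose cAMP rise, as percent of the full-agonist control response, exceeds 60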;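 also: rat C6 glioma line stably carrying human EP2 under a CMV promoter; the protocol text gives 20 µM as final concentration; 100% = response of wells given 1 µM PGE2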
PPC-1+TRAIL kill: compounds killing PPC-1 cancer cells with TRAIL present, primary screen, TRAIL potentiator project, ATPLite luminescence, uHTS | PPC-1 cells + TRAIL, ATPLite viability luminescence | cell killing (% activity), % at 4 µM | 220,000 compounds, 0.41% hits | AID 1443, 2008;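 active = cell killing above 50% in the first pass at 4 µM, then a duplicate retest at 5 µM averaging 50% or more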;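 also: plate controls were cells with TRAIL plus DMSO for no effect and medium-only wells lacking cells for full effect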
14-3-3 Bad PPI: inhibitors of 14-3-3 zeta/Bad binding, primary screen, biochemical, TR-FRET, bovine 14-3-3 zeta. TR-FRET 14-3-3zeta/Dy647-pBad peptide displacement, 1 h. inhibition, % at 21.7 µM. 220,000 compounds, 0.71% hits;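 active = inhibition above about 70%, limit read from the data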;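 also: 0% = full 14-3-3 plus peptide FRET controls and 100% = background without 14-3-3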
Target sequence (P63103 whole entry, looked up): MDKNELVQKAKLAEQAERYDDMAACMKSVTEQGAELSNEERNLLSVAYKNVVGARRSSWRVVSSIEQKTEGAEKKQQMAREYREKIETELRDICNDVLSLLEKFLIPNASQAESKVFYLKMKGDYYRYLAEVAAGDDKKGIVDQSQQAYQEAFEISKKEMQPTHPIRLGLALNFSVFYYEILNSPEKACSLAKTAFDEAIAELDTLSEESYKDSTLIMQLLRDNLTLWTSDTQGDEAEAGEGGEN
* = called active by the depositor; nt = no result given; [ ] = dose if it differs, or a comment. An excerpt; rates above refer to the full screens.

SMILES | zfTRPN1 agonist | PGE2 EP2 inh | TRPML3 agonist | NPY1 pot ag | CHOP inhibitor | NPY-Y1 antag | EP2 modulator | PPC-1+TRAIL kill | 14-3-3 Bad PPI
Cc1ccc2nc(NCc3ccc(F)cc3)c3nncn3c2c1 | 2.8 | 5.0 | 1.0 | -20.9 | 20.4 | nt | -10.9 | -1.9 | 10.2
O=C(NC(Cc1ccccc1)C(=O)N1CCN(c2ccccn2)CC1)c1ccco1 (configuration not stated) | 2.0 | 5.8 | 0.0 | -14.5 | 12.2 | 6.2 | 18.6 | -1.2 | -16.0
Cc1cccc(-n2cnc(C(=O)NNC(=S)Nc3ccccc3)c2)n1 | 0.2 | 0.4 | 0.9 | -17.0 | 23.6 | -4.6 | -31.1 | 0.1 | -6.2
Nc1nc(COc2ccc3ccccc3c2)cs1 | 0.1 | 11.3 | 0.7 | -6.1 | -1.6 | -2.6 | -13.6 | 13.6 | -0.8
COC(=O)CN1C(=S)N(C)C(=O)/C1=C/c1cccs1 | -0.1 | 8.4 | 0.3 | -5.9 | 10.7 | 0.8 | -26.0 | -0.1 | -1.6
COc1ccc(CCNC(=S)NC(=O)c2ccccc2)cc1C | -1.0 | 8.9 | -0.3 | -32.4 | 2.6 | nt | -29.3 | 3.3 | -9.7
CCCCCCNCC1OCc2ccccc2CO1 | 0.1 | 7.1 | 0.5 | -12.5 | -7.7 | 4.9 | 6.8 | 10.4 | 0.2
CCOC(=O)c1sc(Nc2nc(OC)cc(OC)n2)nc1C | 0.0 | 5.4 | 0.7 | -7.6 | -5.9 | 11.6 | 14.3 | 1.6 | -2.9
Cc1ccc(S(=O)(=O)NC(=O)Nc2nnc(C)s2)cc1 | 0.4 | 7.1 | 1.1 | -4.0 | 17.3 | 5.3 | 15.0 | 24.3 | 20.3
COc1ccc(C(=O)NC(=S)N2CCN(c3ccc([N+](=O)[O-])cc3)CC2)cc1 | 1.0 | 7.3 | 0.8 | -25.2 | 48.2 | 4.9 | -15.1 | 18.2 | -8.0
CCCCC(=NCCc1c(C)[nH]c2ccc(OC)cc12)C1=C(O)CC(c2ccccc2)CC1=O (configuration not stated) | -1.5 | 10.2 | 0.3 | 11.6 | 44.6 | 0.8 | -8.0 | -9.0 | -9.2
COc1ccc(S(=O)(=O)N2CCC(C(=O)Nc3nnc(CCN4CCCCC4)s3)CC2)cc1 | 0.9 | 3.2 | 0.7 | 3.3 | 45.6 | -5.6 | 8.0 | -4.7 | -7.3
O=Cc1ccc(-c2cccc([N+](=O)[O-])c2)o1 | 1.5 | 10.8 | -0.2 | 6.0 | 10.4 | nt | -27.9 | 6.4 | 17.3
CCN1CCCC1CNCC(O)COc1ccc(C(C)(C)C)cc1C (configuration not stated) | 0.5 | 5.7 | -0.2 | -34.9 | -26.4 | 13.3 | -54.6 | 36.8 | 54.9
CCN(CCO)Cc1csc2ccc(Br)cc12 | 0.1 | 10.4 | 0.7 | -29.4 | -13.4 | -1.2 | -4.5 | 17.7 | 39.1
COc1cccc(NC(=O)CN(C)CC(=O)Nc2ccc(C)cc2Cl)c1 | -2.1 | 8.5 | -0.2 | 30.9 | 27.4 | 3.2 | -28.8 | 26.8 | 25.0
CCC(c1nnnn1C1CCCCC1)N1CCN(C2CCCC2)CC1 (configuration not stated) | -1.2 | 11.1 | -0.3 | -21.7 | 0.7 | 8.7 | -4.6 | 3.5 | 44.4
O=c1c2ccccc2nc(-c2ccc(Cl)cc2)n1C1CCS(=O)(=O)C1 (configuration not stated) | 0.0 | -0.2 | 0.8 | -0.5 | nt | -0.8 | nt | nt | nt
Clc1ccc(-c2c[n+](Cc3cccc(Cl)c3)c3n2CCC3)cc1 | -1.6 | 7.5 | -0.1 | -3.6 | 13.4 | -1.2 | -57.2 | 25.2 | -16.5
Cn1c(C(C#N)/C(=N\S(=O)(=O)c2cccs2)c2ccccc2)nc2ccccc21 (configuration not stated) | 0.3 | 9.9 | 1.0 | 12.8 | -21.8 | -0.8 | 4.1 | -2.1 | 3.5
Cc1cccc(C(=O)N2CCC(c3nc4ccccc4s3)CC2)c1 | 3.1 | 7.6 | 1.2 | 1.1 | 41.4 | 5.2 | -108.0 | -8.8 | -6.3
CCN(CC)S(=O)(=O)C1CCS(=O)(=O)C1 (configuration not stated) | 0.7 | 4.5 | 0.1 | -5.2 | 25.2 | -1.9 | 6.6 | 30.9 | -6.0
CCC(C)(C)NC(=O)C(c1ccccn1)N(C(=O)c1csnn1)c1ccc(C)c(C)c1 (configuration not stated) | -0.7 | 5.1 | -0.2 | 14.2 | 4.8 | 4.0 | 31.1 | -15.0 | -9.3
COCCNS(=O)(=O)c1cccc2cccnc12 | nt | 12.8 | nt | nt | 0.6 | nt | 1.0 | -1.5 | -0.5
Cc1c(C(=O)N/N=C/C(C)C)[nH]c2ccc([N+](=O)[O-])cc12 | 2.7 | 12.7 | 1.9 | -1.6 | -8.8 | 4.8 | -25.3 | 6.3 | 4.8[fluorescence artefact?]
c1ccc(Nc2cccc(Nc3ccccc3)n2)cc1 | -0.3 | 18.9 | 1.0 | 19.9 | 24.4 | -6.6 | 12.4 | -0.4 | -6.4[fluorescence artefact?]
COc1cc(C(=O)NCCc2nc3ccccc3n2C)cc(OC)c1OC | -0.1 | 7.9 | -0.4 | -12.5 | 17.7 | -2.8 | 12.4 | 12.7 | 0.7
Cc1oc(-c2cccc3ccccc23)nc1CN1CCC[C@H]1CO | 1.4 | 10.3 | 0.4 | -11.1 | 11.2 | 3.9 | -0.3 | 8.8 | -9.5
Cn1c(=O)n(-c2ccccc2)c(=O)c2c3c(sc21)COC(C)(C)C3 | -1.3 | 8.5 | -0.2 | 0.2 | -10.3 | -1.6 | 16.2 | 42.8 | -4.6[fluorescence artefact?]
COc1cc2c(cc1OC)CN(Cc1cc(=O)oc3c(C)c(C)ccc13)CC2 | 0.1 | 16.7 | 0.2 | -1.6 | 36.0 | -7.2 | 9.3 | 21.3 | -2.0[fluorescence artefact?]
COc1ccc(C(=O)NCCCN2CCOCC2)cc1S(=O)(=O)N1CCCc2ccccc21 | 0.3 | 4.1 | 1.0 | -4.8 | 0.6 | -2.2 | -11.1 | -7.8 | -4.5
CC(C(=O)N1CCCc2ccccc21)N1CCN(c2ccccn2)CC1 (configuration not stated) | -0.4 | 8.2 | 0.5 | -14.8 | 12.9 | 1.0 | 11.2 | -9.4 | 23.1
O=C(NCc1ccc2c(c1)OCO2)c1cc2c(s1)CSC2 | 0.4 | 13.2 | 0.1 | -5.9 | -4.6 | 3.4 | -33.7 | -4.7 | -9.8
Cc1nnc(NC(=O)CSc2nnc(CCc3nc4ccccc4[nH]3)n2C)s1 | 2.3 | 8.5 | 0.3 | -8.0 | 28.6 | 1.5 | 4.6 | 12.7 | -2.4
CCNC(=O)CC1C(=O)N(c2ccc(OC)cc2)C(=O)N1Cc1ccc(OC)cc1 (configuration not stated) | -0.2 | 6.8 | -0.2 | -18.7 | -13.3 | 5.1 | 1.1 | 8.7 | 6.4[fluorescence artefact?]
CC(=O)Nc1cccc(NC(=O)Nc2ccc(F)cc2F)c1 | -1.4 | 4.8 | -0.4 | 6.5 | -8.3 | -1.2 | -26.8 | 38.9 | 3.1
CC1(C)C2CCC1(C)C(Nc1ccccc1)C2 (configuration not stated) | -0.3 | 11.3 | 0.0 | 5.1 | -4.3 | nt | 46.1 | -5.1 | 6.4
O=C(c1ccco1)c1coc2c1cc(O)c1ccccc12 | 1.1 | 6.9 | 0.8 | -4.1 | -54.9 | -9.2 | -65.2 | 35.8 | 5.7
O=C(CSc1nc(O)c(C2CCCCC2)c(=O)[nH]1)NCC1CCCO1 (configuration not stated) | 0.6 | 9.0 | 0.4 | -7.0 | 12.5 | 3.5 | -11.4 | nt | 8.0
Cc1cccc(N(CC(=O)NCc2ccc(F)cc2)C(=O)c2csnn2)c1C | 0.5 | 2.2 | 0.6 | 1.4 | 3.9 | 0.9 | -10.7 | 17.5 | -5.6
CCOc1ccc(C(=O)NCC2CCCO2)cc1 (configuration not stated) | -1.3 | 10.3 | 0.1 | -11.8 | -29.5 | 4.9 | 19.6 | -7.0 | 0.9

Shown with values under each structure: part of the list above
Below each compound – zfTRPN1 agonist | PGE2 EP2 inh | TRPML3 agonist | NPY1 pot ag | CHOP inhibitor | NPY-Y1 antag | EP2 modulator | PPC-1+TRAIL kill | 14-3-3 Bad PPI
> COc1cc(C(=O)NCCc2nc3ccccc3n2C)cc(OC)c1OC
 : -0.1 | 7.9 | -0.4 | -12.5 | 17.7 | -2.8 | 12.4 | 12.7 | 0.7
> Cc1oc(-c2cccc3ccccc23)nc1CN1CCC[C@H]1CO
 : 1.4 | 10.3 | 0.4 | -11.1 | 11.2 | 3.9 | -0.3 | 8.8 | -9.5
> Cn1c(=O)n(-c2ccccc2)c(=O)c2c3c(sc21)COC(C)(C)C3
 : -1.3 | 8.5 | -0.2 | 0.2 | -10.3 | -1.6 | 16.2 | 42.8 | -4.6[fluorescence artefact?]
> COc1cc2c(cc1OC)CN(Cc1cc(=O)oc3c(C)c(C)ccc13)CC2
 : 0.1 | 16.7 | 0.2 | -1.6 | 36.0 | -7.2 | 9.3 | 21.3 | -2.0[fluorescence artefact?]
> COc1ccc(C(=O)NCCCN2CCOCC2)cc1S(=O)(=O)N1CCCc2ccccc21
 : 0.3 | 4.1 | 1.0 | -4.8 | 0.6 | -2.2 | -11.1 | -7.8 | -4.5
> CC(C(=O)N1CCCc2ccccc21)N1CCN(c2ccccn2)CC1 (configuration not stated)
 : -0.4 | 8.2 | 0.5 | -14.8 | 12.9 | 1.0 | 11.2 | -9.4 | 23.1
> O=C(NCc1ccc2c(c1)OCO2)c1cc2c(s1)CSC2
 : 0.4 | 13.2 | 0.1 | -5.9 | -4.6 | 3.4 | -33.7 | -4.7 | -9.8
